Source: PubChem
Vif inh = HIV Vif inhibition; HEK293T cells, Vif self-association by quenched fluorescence, imaging, 24 h; inhibition, % at 7.49 µM; 340,000 tested, 0.35% active; in the data active = inhibition above about 50%, passing the limit was not always enough; inconclusive = no clear call, values can overlap the other calls; inactive = below about 31%; also: some results filed as inactive read as strong as hits
CaV13 ICDI inh = Primary screen for inhibitors of IQ motif and Ca2+-dependent inactivation inhibitor domain binding in CACNA1D, Förster resonance energy transfer in living cells, …; HEK cells, CFP/YFP FRET ICDI-IQ, plate reader, 10 min; percent FRET-ratio fall versus neutral wells; inhibition, % at 12.3 µM; 340,000 tested, 0.098% active;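 active = mean replicate inhibition of at least 30% and at least 1% of replicates passing that level; inconclusive = only one of the two criteria is met; inactive = neither criterion is met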;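 also: 0% = median of the neutral control wells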
PDI inh = PDI (human) enzyme inhibition; P07237; PDI insulin aggregation turbidity, A650, 90 min; inhibition, % at 10 µM; 350,000 tested, 0.052% active;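 active = mean inhibition across replicates of 30% or more, whatever share of single replicates reach that level; inconclusive = mean inhibition below 30% while every single replicate reaches 30%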;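 also: absorbance from insulin aggregation driven by PDI reduction with DTT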
Cardio protect = myocardial damage modulation in H9c2 cells | protection from H2O2 cell death, % at 20 µM | H9c2 cardiomyocytes, H2O2 injury protection, ATPLite, 2 h | 360,000 tested, 0.63% active;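 active = compounds giving at least 50% protection of heart cells from peroxide-induced death in the single-dose screen, raw or plate-pattern-corrected value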;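 also: 0% = DMSO wells with peroxide and 100% = DMSO wells without peroxide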
aDG glyco up = increases alpha dystroglycan glycosylation | Pro5-aDG cells, alpha-DG glycosylation AlphaScreen (IIH6); 0% Pro5, 100% B10-LARGE cell signal | activation, % at 10 µM | 360,000 tested, 0.22% active;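 active = activation of at least 8% versus controls, or a plate z-score of at least 8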;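 also: Pro5 are CHO cells carrying HIG-tagged alpha-DG that lacks glycosylation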
Granule exo inh = blocks lytic granule exocytosis | TALL-104 LAMP-1 surface exposure, flow cytometry; cells stimulated with thapsigargin and PMA | inhibition, % at 10 µM | 360,000 tested, 0.66% active | AID 651702;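 active = inhibition above about 55%, limit read from the data; inconclusive = no clear call, values can overlap the other calls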
m5-HT2A agonist = mouse HTR2A agonism via beta-arrestin recruitment; CHO-K1 mHTR2A beta-arrestin complementation, luminescence; percent of 30 µM serotonin response; activation, % at 7.6 µM; 360,000 tested, 0.66% active; P35363;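 active = activation above a run cutoff, the mean activation of all tested compounds plus 3 SD, cut at about 14% in these data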;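 also: 0% = plate median of compound wells and 100% = 30 µM serotonin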
Glyco luc inh = blocks N-linked glycosylation in D54 reporter cells. AID 588692. reporter increase, % at 12.5 µM. 360,000 tested, 0.23% active. D54 ERlucT glycosylation luciferase reporter, 24 h; percent of 100 nM tunicamycin response;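 active = mean luciferase reporter signal, scaled so untreated is 0 and the glycosylation-blocking control 100, at or above a set limit in every replicate; inconclusive = mean reaches the limit but not every replicate does; inactive = mean below the limit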;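 also: luciferase carries N-glycosylation sites so blocking glycosylation raises the light; 0% = median of neutral control wells and 100% = median of 100 nM tunicamycin wells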
ABCB6 inh 2 = human ABCB6 transporter inhibition. Q9NP58. K562-ABCB6 porphyrin accumulation, flow cytometry, 1 h; hits give low values. fluorescence ratio to DMSO, % at 10 µM. 360,000 tested, 0.19% active;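 active = fluorescence ratio to DMSO below 75%, the collection mean minus 3 SD; inconclusive = too few cells collected in the well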;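 also: signal is porphyrin accumulated inside mitochondria; 100% equals median channel fluorescence of DMSO control wells; lower ratio means ABCB6 inhibition with less porphyrin fluorescence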
Target sequence (Q9NP58 whole entry, looked up): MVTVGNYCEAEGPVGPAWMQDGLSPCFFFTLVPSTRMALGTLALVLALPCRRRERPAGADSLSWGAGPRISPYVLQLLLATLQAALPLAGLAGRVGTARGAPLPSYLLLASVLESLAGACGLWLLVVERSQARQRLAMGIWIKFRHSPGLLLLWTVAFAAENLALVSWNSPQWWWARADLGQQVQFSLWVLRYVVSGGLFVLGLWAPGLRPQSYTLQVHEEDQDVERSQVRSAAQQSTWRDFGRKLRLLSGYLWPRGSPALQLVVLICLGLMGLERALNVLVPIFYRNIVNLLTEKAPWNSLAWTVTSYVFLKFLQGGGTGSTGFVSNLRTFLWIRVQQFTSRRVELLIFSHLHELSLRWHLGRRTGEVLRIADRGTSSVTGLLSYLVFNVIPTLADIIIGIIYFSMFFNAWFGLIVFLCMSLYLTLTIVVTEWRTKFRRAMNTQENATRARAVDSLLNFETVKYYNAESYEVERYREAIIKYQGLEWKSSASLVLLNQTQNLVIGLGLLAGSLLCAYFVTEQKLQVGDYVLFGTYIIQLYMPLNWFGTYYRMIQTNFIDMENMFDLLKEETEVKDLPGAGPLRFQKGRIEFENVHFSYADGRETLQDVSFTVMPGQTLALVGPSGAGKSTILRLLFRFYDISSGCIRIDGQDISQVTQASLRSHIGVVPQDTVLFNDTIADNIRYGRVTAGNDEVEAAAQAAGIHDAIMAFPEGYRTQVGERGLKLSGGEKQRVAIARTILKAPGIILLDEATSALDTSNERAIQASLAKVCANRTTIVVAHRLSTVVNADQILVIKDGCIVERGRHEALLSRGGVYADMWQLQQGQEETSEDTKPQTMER
hiPSC survival = enhancers of human iPSC single-cell survival; hiPSC single-cell survival, ATPlite luminescence; 100% = ROCK inhibitor wells, 0% = DMSO; survival enhancement, % at 20 µM; 360,000 tested, 0.044% active; in the data active = survival enhancement above about 18%;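 also: cells exposed to compounds for 16 hours before the ATP read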
* marks the source's active call; other numbers are inactive results; ? = inconclusive; nt = no result given; & = joins results of further samples.

SMILES	Vif inh	CaV13 ICDI inh	PDI inh	Cardio protect	aDG glyco up	Granule exo inh	m5-HT2A agonist	Glyco luc inh	ABCB6 inh 2	hiPSC survival
CC1(c2nnc(-c3cccc(Cl)c3)o2)CC(c2ccccc2F)=NO1 (centres undefined)	9	-6	-3	-6	-0.1	-5	6	-1	97	3.9
CCOC(=O)CN1NC2(CCCC(C)C2)NC1=S (centres undefined)	2	-4	1	1	-0.1	4	3	0	95	0.2
C=CCn1c(SCC(=O)N2CCOCC2)nc2sc(CC)cc2c1=O	1	-3	5	-15	0.2	-1	5	3	95	-0.6
COc1cc2cc(C(=O)NC(C)c3cccc4ccccc34)c(N)nc2cc1OC (centres undefined)	nt	-5	nt	nt	1.2	15	3	nt	106	0.6
Cc1nn(C)c(Cl)c1CN1CCCC(CO)(Cc2cccc(Cl)c2)C1 (centres undefined)	-11	-18	2	0	0.7	1	-3	-6	106	3.2
CCOc1ncccc1C(=O)N(CCC(C)C)c1c(N)n(Cc2ccccc2)c(=O)[nH]c1=O	-1	-17	-3	2	0.0	-3	2	-2	98	5.2
CCOC(=O)N1CCN(Cc2nc3cc([N+](=O)[O-])ccc3n2CC)CC1	3	-19	-7	7	0.0	-3	-1	1	95	1.9
Cc1cc(NC(=O)CSc2nc(-c3ccccc3)c(C#N)c(=O)[nH]2)no1	2	-6	13	1	0.2	-3	-5	-2	109	-0.5
O=C(CN(Cc1ccccc1)C(=O)c1csnn1)NCCc1ccccc1	2	-4	4	1	0.2	3	0	-3	102	-0.4
COc1ccccc1CNC(=O)COC(=O)C1CC1	-10	-2	-13	28	0.2	11	0	1	90	-1.0
CC1(C)Cc2ccccc2C(c2cc3ccccc3oc2=O)=N1	nt	nt	-10	5	-0.1	-1	5	3	103	1.3
CCc1ccc(C2=NN(c3ccc(S(N)(=O)=O)cc3)C(c3ccc(F)cc3)C2)cc1 (centres undefined)	-7	nt	-4	-35	3.1	17	-6	-1	98	-0.9
CC(=O)c1ccc(N(C(=O)CNC(=O)c2cccs2)C(C(=O)NCC2CCCO2)c2ccccc2)cc1 (centres undefined)	1	-3	-1	0	-0.1	-5	-2	0	98	-0.3
O=c1cc(-c2ccc3c(c2)OCO3)oc2ccccc12	5	-7	3	13	0.0	-2	-6	-4	95	-1.3
Cc1cccc(C)c1NC(=O)CN(C)C(C)C(=O)Nc1ccccc1-c1ccccc1 (centres undefined)	-2	8	-4	2	0.3	-1	4	2	96	-0.3
O=C(/C=C/c1ccc(Cl)cc1Cl)Nc1ccc(CN2CCOCC2)cc1	-4	0	4	-9	4.5	9	-3	3	93	-1.3
COCCN(C(=O)CNC(=O)c1ccco1)C(C(=O)NC1CCCC1)c1ccc(F)cc1 (centres undefined)	-8	-4	9	2	0.1	-4	3	1	95	-0.4
CC(C)[C@H](NS(=O)(=O)c1ccccc1)C(=O)OCC(=O)Nc1ccc2c(c1)OCO2	5	-5	-6	6	-0.2	2	-3	-1	100	-1.4
CCC1CCCCN1Cc1nc2c(c(=O)n(C)c(=O)n2C)n1Cc1cccc2ccccc12 (centres undefined)	6	nt	nt	-4	-0.3	1	4	-1	99	1.6
COc1cc(-c2nnc(COC(=O)c3cc(C)nc4ccc(C)cc34)o2)cc(OC)c1OC	?	nt	5	71*	0.4	0	-1	-3	105	-0.9
Cc1ccccc1CSCCNC(=O)c1ccc(Cl)c(S(=O)(=O)N2CCOCC2)c1	-7	2	-13	-3	0.5	0	-5	0	96	-1.0
CCCNC(=O)C1(C)CCCN(Cc2noc(-c3c(C)noc3C)n2)C1 (centres undefined)	-6	-6	2	4	0.1	-2	3	0	94	-2.0
Cc1nn(-c2ccccc2)c2c1cc1c(=O)n(C)c(=O)nc-1n2-c1ccccc1F	-1	-5	4	6	-0.1	1	-2	2	101	0.1
COC(=O)CCNC(=O)c1ccc2nc(Cc3ccc(OC)c(OC)c3)oc2c1	-3	-20	8	5	0.1	-10	-5	3	99	-0.8
CCCn1c(SCC(=O)NC2CCC(C)CC2)n[nH]c1=O (centres undefined)	nt	-6	3	9	-0.3	-12	-7	2	102	-2.4

Later entries
SMILES	Vif inh	CaV13 ICDI inh	PDI inh	Cardio protect	aDG glyco up	Granule exo inh	m5-HT2A agonist	Glyco luc inh	ABCB6 inh 2	hiPSC survival
CCOC(=O)c1ccc(N[C@@H]2CCN3C(=O)c4ccccc4[C@@H]3C[C@H]2O)cc1	-4	-6	9	16	0.0	0	10	0	105	-0.1
Cc1ccc(-c2ccc(=O)n(Cc3cccc(Br)c3)n2)cc1	-1	-5	-4	-12	-0.1	-12	-11	-1	97	-0.2
CCn1ncc(NC(=S)Nc2ccc(OC)c(OC)c2)c1C(N)=O	13	-1	6	1	-0.1	4	0	2	93	2.3
COc1ccc(NC(=O)Cn2nnc(-c3ccccc3)c2COc2ccc3ccccc3c2)cn1	-2	-9	7	-13	-0.1	-7	-5	-6	95	1.3
c1ccc(Cc2nc3ccccc3o2)cc1	0	-7	0	-1	-0.2	-1	-2	-2	95	0.6
Cc1c(C(=O)N/N=C/c2ccc(Cl)cc2)[nH]c2ccc(Cl)cc12	-1	-4	-1	-9	-0.1	2	-2	3	97	-2.4
COc1ccc(NC(=O)CCCN2C(=O)C(c3ccccc3)Oc3cccnc32)cc1 (centres undefined)	-24	-14	-2	-5	0.0	-5	-11	-3	104	-0.7
COc1cc(C(=O)NCCCc2nc3ccccc3n2Cc2cc(C)ccc2C)cc(OC)c1OC	6	-5	nt	9	0.1	4	-3	0	98	-1.1
COC(=O)C(=Nc1ccccc1)/C(C(=O)C(=O)N(C)c1ccccc1)=C(\O)c1ccc(Cl)cc1	-7	-6	4	-8	-0.1	0	-1	4	94	-0.4
O=C(C1CCC1)N1CCN(c2ccnc3cc(Cl)ccc23)CC1	-1	-1	7	5	0.2	2	-2	-4	100	-0.2
O=C(c1c(F)cccc1F)N(Cc1ccccc1)Cc1ccccc1	-6	-3	-4	-3	0.0	-5	-1	-4	92	0.6
COC(=O)[C@@H](NC(=O)NCc1cccs1)C(C)C	-5	-7	-1	4	0.0	-1	2	1	97	-0.9
Cn1nc(-c2ccccc2)cc1NS(=O)(=O)c1ccc(C#N)cc1	5	-5	-3	-1	-0.1	10	1	-1	104	-0.5
CC(C)(C)SCCNC(=O)CN1C(=O)c2cccc3cccc1c23	-2	-7	-5	0	-0.2	-6	-5	2	95	1.6
Cc1sc2nc(SCC(=O)NCc3ccco3)n(C)c(=O)c2c1C	3	nt	6	0	0.3	-2	5	-1	83	2.4
Cc1c(C(=O)NCc2ccco2)sc2nc(-c3ccccc3)cn12	-7	2	nt	2	0.7	-1	-9	2	94	-0.9
C=CCn1c(SCC(=O)c2ccc(O)c(O)c2)nnc1-c1ccc(OC)cc1	nt	-10	-1	40	0.5	50	8	-2	100	1.7
Nc1ccn([C@@H]2O[C@H](CNC(=O)[C@@H](N)CSCc3ccccc3)[C@@H](O)[C@H]2O)c(=O)n1	nt	-3	-5	2	0.8	0	-3	1	96	5.8
COCCC(=O)N1CCC(Oc2ccc(C(=O)NC3Cc4ccccc4C3)cc2)CC1	-7	-15	-9	2	0.5	-1	1	-3	93	0.1
O=c1[nH]c(CN2CCN(c3ccccc3)CC2)nc2ccccc12	3	nt	4	24	0.0	1	-6	0	97	13
CCc1nnc(NC(=O)CSc2ccc(-c3ccco3)nn2)s1	-1	-2	-3	3	0.1	-2	1	2	103	1.3
COc1ccc(/C=N/Nc2nncn2N)cc1Br	1	-20	-9	0	0.1	18	6	3	94	0.1
COCC1CCN(C(=O)C2CCC(=O)N(Cc3cccc(F)c3)C2)CC1 (centres undefined)	nt	-6	-11	-7	0.0	-5	6	nt	99	1.5
O=C(NC(NC1CCS(=O)(=O)C1)C(Cl)(Cl)Cl)c1cccc(Cl)c1 (centres undefined)	8	-4	-7	-7	0.1	1	3	1	99	0.3
O=C(NCCN1CCOCC1)c1ccc2ccccc2n1	-15	-4	-3	5	0.0	5	2	1	99	-1.6

Brought forward from above: 2 compounds, followed by the next part.
SMILES	Vif inh	CaV13 ICDI inh	PDI inh	Cardio protect	aDG glyco up	Granule exo inh	m5-HT2A agonist	Glyco luc inh	ABCB6 inh 2	hiPSC survival
O=C(NC(NC1CCS(=O)(=O)C1)C(Cl)(Cl)Cl)c1cccc(Cl)c1 (centres undefined)	8	-4	-7	-7	0.1	1	3	1	99	0.3
O=C(NCCN1CCOCC1)c1ccc2ccccc2n1	-15	-4	-3	5	0.0	5	2	1	99	-1.6
COc1cc(SC)ccc1C(=O)N1CCN(c2ccccc2F)CC1	-11	-3	8	-6	0.2	-2	1	-2	101	-0.5
Cc1nc(SCC(=O)NC2CCCC2)[nH]c(=O)c1Cc1ccccc1	17	-8	4	0	0.2	0	3	1	96	-0.9
Cc1cc(C=NCCCO)c(C)n1-c1cc(Cl)ccc1Cl	-4	-2	-3	5	-0.1	-1	-1	-1	96	-0.2
COc1cccc(NC(=O)C2(C)CCN2C(=O)Cc2ccc(-c3ccccc3)cc2)c1 (centres undefined)	-29	-6	8	-9	2.5	-20	1	2	100	-1.2
COC(=O)c1ccc(C(=O)OC)c(NC(=S)N2CCC(C(N)=O)CC2)c1	9	3	2	5	0.1	-2	2	2	96	1.3
Cn1c(-c2ccccc2)c(/C=N/NC(=O)c2ccc(O)cc2)c2ccccc21	18	-14	-2	-10	0.1	-6	-10	54*	96	0.0
Cc1ccc(NC(=O)CN(C)C(=O)COC(=O)C2=COCCO2)cc1	-4	-4	2	-2	0.4	9	14	3	102	-0.1
CC(C)CCNC(=O)c1ccc(NC(=O)C2=CSCCO2)cc1	-1	-4	-8	-2	0.0	-10	2	0	88	-0.4
N#Cc1nc(-c2cccc(Cl)c2)oc1N1CCC(C(N)=O)CC1	-3	-2	4	-5	-0.1	-2	-2	2	102	1.0
COc1cc(OC)cc(C(=O)NC(=S)NCCc2ccccc2)c1	-8	-7	7	-4	-0.1	-1	-7	2	84	6.0
CC(=O)NC1C(OCCOc2ccc(Cl)cc2Cl)OC(COC(C)=O)C(OC(C)=O)C1OC(C)=O (centres undefined)	4&1	nt	11	-5	-0.2	0	0	2	101	3.0
CN(C(=O)c1cccc(NC(=O)Cc2ccc(NC(=O)C3CCN(C(=O)C4CC4)CC3)cc2)c1)C1CC1	2	-5	-9	9	0.1	0	-3	1	101	0.3
COC(=O)CCC(=O)Nc1cccc(Br)c1	12	-2	2	12	-0.3	3	-6	1	97	8.3
Cc1cc(C)c2[nH]c(C(=O)Nc3ccc4c(c3)OCO4)cc2c1	-8	-4	3	-2	-0.1	-4	-5	1	98	-0.4
CSCc1ccc(C(=O)Nc2ccc(C(N)=O)cc2)cc1	-4	5	-3	-12	-0.5	2	6	-3	99	-0.1
O=C(O)c1ccc(NC2=C/C(=N/S(=O)(=O)c3ccccc3)c3ccccc3C2=O)cc1	1	-7	2	-24	4.7	58*	-2	2	111	-0.9
COc1ccccc1[N+](=O)[O-]	-2	nt	nt	2	0.1	-1	-2	0	105	-1.2
O=C(c1ccc2c(=O)n(C3CCCC3)c(=S)[nH]c2c1)N1CCN(C2CCCCC2)CC1	-2	-5	-2	3	0.1	1	9	0	99	0.8
